Compound activity (PubChem)
TAAR1 ag – human TAAR1 agonism | actives 0.99% (n = 360,000) | CHO RD-HGA16 TAAR1, Fluo-8 calcium fluorescence; vehicle wells 0%, saturating PEA agonist 100% | AID 624467 | Q96RJ0 | activation, % at 3 µM;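 active = activation above the mean activation of all test compounds in the run plus 3 SD, cut at about 38% in these data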
Target sequence (Q96RJ0 whole entry, looked up): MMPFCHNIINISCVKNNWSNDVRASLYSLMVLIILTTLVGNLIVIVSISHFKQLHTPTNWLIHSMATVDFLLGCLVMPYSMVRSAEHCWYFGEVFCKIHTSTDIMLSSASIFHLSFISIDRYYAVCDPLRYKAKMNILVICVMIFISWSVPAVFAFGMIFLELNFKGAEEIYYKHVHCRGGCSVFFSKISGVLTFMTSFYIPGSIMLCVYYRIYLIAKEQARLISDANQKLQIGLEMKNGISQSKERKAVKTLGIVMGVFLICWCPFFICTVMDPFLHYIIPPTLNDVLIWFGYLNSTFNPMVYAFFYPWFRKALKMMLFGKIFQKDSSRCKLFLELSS
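System: CHO RD-HGA16 cells carrying human TAAR1 plus Gα16; Incubation: 17-24 h seeding, 75 min 37 °C dye, 30 min RT; Measured by: Fluo-8 fluorescence, 5 s baseline then 140 s kinetic read; Control set: DMSO and PEA EC100; Replication: single well for each compound.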
M5 ag – agonists of human muscarinic M5 receptor (CHRM5); P08912; CHO-K1 hM5 cells, Fluo-8 calcium fluorescence; 0% DMSO wells, 100% maximal acetylcholine response; activation, % at 3 µM; actives 0.19% (n = 360,000); AID 624037;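 active = activation above the run's mean over test compounds plus 3 SD, cut at about 23% in these data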;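 also: signal is peak over basal fluorescence ratio across the kinetic read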
CRFBP-R2 agonist – agonists of human CRF-binding protein/CRF-R2 receptor complex; activation, % at 13.2 µM; actives 0.46% (n = 350,000); HEK293 CRF-R2/CRF-BP, calcium dye fluorescence (FLIPR); percent of saturating CRF peptide response;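 active = activation of at least 50%, plus an integration ratio under a set limit after plate pattern correction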;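 also: plate controls were neutral control wells without compound for no effect and CRF at EC100 for full effect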
CHRM5 antagonist – CHRM5 antagonism in calcium assay; P08912; CHO-hM5 cells, Fluo-8 calcium fluorescence, ACh EC80; inhibition, % at 3 µM; actives 0.59% (n = 360,000); AID 624040;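 active = inhibition above a per-plate cutoff, the mean of that plate's test compounds plus 3 SD, cut at about 27% in these data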;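 also: 0% = acetylcholine EC80 with DMSO and 100% = DMSO without agonist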
CHRM4 PAM – CHRM4 positive allosteric modulation; P08173; CHO-K1 hM4/Gqi5, Fluo-8 calcium fluorescence, ACh EC20; 0% = ACh EC20, 100% = maximal ACh; activation, % at 3 µM; actives 0.4% (n = 360,000);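 active = activation above its plate's cutoff, the mean activation of sample wells plus 3 SD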; also: some results filed as inactive read as strong as hits
Target sequence (P08173 whole entry, looked up): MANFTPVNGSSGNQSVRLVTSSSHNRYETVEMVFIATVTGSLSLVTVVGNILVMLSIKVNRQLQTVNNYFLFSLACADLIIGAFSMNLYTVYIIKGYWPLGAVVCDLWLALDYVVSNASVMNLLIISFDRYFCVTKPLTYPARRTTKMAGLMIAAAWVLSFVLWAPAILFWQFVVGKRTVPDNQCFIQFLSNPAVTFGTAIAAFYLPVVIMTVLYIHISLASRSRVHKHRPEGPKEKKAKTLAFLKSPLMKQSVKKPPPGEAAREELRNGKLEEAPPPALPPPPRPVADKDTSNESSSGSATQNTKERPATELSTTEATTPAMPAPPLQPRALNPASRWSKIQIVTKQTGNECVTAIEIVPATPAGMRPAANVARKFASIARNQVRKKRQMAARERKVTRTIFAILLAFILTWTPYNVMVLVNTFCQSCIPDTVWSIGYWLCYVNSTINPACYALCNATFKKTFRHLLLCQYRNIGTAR
M1 PAM parental – counter-screen for M1 PAMs: effect in parental CHO-K1 cells; ATP EC20, Fluo-8 calcium fluorescence; 0% at ATP EC20, 100% at ATP max; AID 602247; activation, % at 3 µM; actives 0.02% (n = 360,000);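 active = activation above the run cutoff, the mean activation of all test compounds plus 3 SD, cut at about 40% in these data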;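 also: peak over basal fluorescence ratio in a 140 s read after ATP addition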
CRFR2-BP antag – CRF-BP/CRF-R2 complex antagonism. HEK293 CRF-R2/CRF-BP, CRF-induced calcium fluorescence. actives 0.59% (n = 350,000). AID 588475. inhibition, % at 11.8 µM;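 active = inhibition of the ligand-induced calcium signal above about 50% at the single tested concentration, limit read from the data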
TAAR1 antagonist – human TAAR1 antagonism | Q96RJ0 | CHO RD-HGA16 TAAR1, Fluo-8 calcium fluorescence, antagonist | inhibition, % at 3 µM | actives 1.5% (n = 360,000);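 active = inhibition above a per-plate cutoff, the mean inhibition of test compounds on that plate plus 3 SD, cut at about 49% in these data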;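 also: 0% = DMSO plus EC80 beta-PEA response and 100% = DMSO alone without agonist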
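Assay system: RD-HGA16 CHO cells with stable hTAAR1 and Gα16 / Reagent: EC80 β-phenethylamine stimulus / Doses: 3 µM, single point / Timing: dye loading 75 min at 37 °C, then 30 min room temperature / Measured by: Fluo-8 intracellular calcium dye fluorescence, real-time kinetic reads / Controls: vehicle wells and EC80 agonist wells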
CHRM5 PAM – positive allosteric modulators of human muscarinic M5 receptor; P08912; CHO-K1 hM5, Fluo-8 calcium, ACh EC20 PAM; 0% = ACh EC20, 100% = ACh EC100; activation, % at 3 µM; actives 0.3% (n = 360,000); AID 624038;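 active = activation above the run cutoff, the mean activation of all test compounds plus 3 SD, cut at about 18% in these data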
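System: CHO-K1 hM5 cells. Reagent: acetylcholine, EC20 level. Compound dosing: single dose, 3 µM nominal final test concentration. Timing: Post-acetylcholine fluorescence recording 140 s. Detection: Fluo-8 calcium fluorescence. Read-out: % activation, ACh-normalized. Benchmarks: ACh EC20 and EC100 wells. Repeats: singlicate, one well per test compound.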
Starred values were filed as active, the others as inactive; / = no result given.

SMILES	TAAR1 ag	M5 ag	CRFBP-R2 agonist	CHRM5 antagonist	CHRM4 PAM	M1 PAM parental	CRFR2-BP antag	TAAR1 antagonist	CHRM5 PAM
CCOc1ccc2nc3sc(C(=O)N4CCN(C)CC4)c(N)c3cc2c1	11	-7	1.5	-9	9	16	-5	-6	5
CN1CCN(C(=O)c2ccc(C(C)(C)C)cc2)CC1	5	0	-0.4	1	4	1	1	0	-5
CCOC(=O)c1c[nH]c(=S)n(-c2ccccc2)c1=O	4	-1	-1.6	12	1	1	9	10	-7
Cc1ccc(-n2c(C)nc3ncnc(-c4ccccc4)c32)cc1	2	1	1.1	-6	-4	24	-12	1	-3
CCOC(=O)C1=C(c2ccccc2)NC(=O)NC1c1ccc(OC)cc1 (stereo not given)	3	-4	0.0	7	3	7	2	-16	-3
COc1cc(CN2CCC(n3nccc3NC(=O)C3CC3)CC2)cc(OC)c1	1	-6	0.3	-16	6	23	1	-8	3
CC(=NCCN1CCN(C(=S)Nc2ccccc2)CC1)C1=C(O)CC(C)(C)CC1=O	2	0	-0.5	-2	3	7	-5	-5	0
CC(C)NC(=O)c1onc(CSc2cccc(Cl)c2)c1C(=O)O	6	7	-1.2	2	7	-3	3	0	-6
COc1cccc(C(CC(=O)NCC2CCCO2)NS(=O)(=O)c2ccc(C)cc2)c1OC (stereo not given)	9	-2	-1.8	-2	21	23	35	-11	6
CC(C)=C(NC(=O)c1ccccc1)C(=O)N/N=C/c1ccc(O)cc1	-1	-1	0.6	1	0	-5	21	5	-3
O=c1c(-c2ccc3c(c2)OCCO3)coc2cc(O)cc(O)c12	5	-2	-3.1	-1	-3	12	21	-7	-3
O=C1CN(C(=O)CSc2nnc(Nc3ccccc3)s2)c2ccccc2N1	1	-3	2.5	1	7	14	-12	2	-1
O=C(NCc1ccc(Cl)cc1)C(=O)c1c[nH]c2ccccc12	10	-3	3.8	9	2	7	7	10	-11
Cc1ccc(C(C)C)c(OCCN2C(=O)NC(C)(C)C2=O)c1	9	0	-0.7	-5	3	11	11	13	0
O=P(c1ccccc1)(c1ccccc1)C(O)c1ccc(Br)cc1 (stereo not given)	8	-17	0.4	3	1	21	-10	2	6
Cc1cc(C)cc(NC(=O)NN2C(C)CCCC2C)c1 (stereo not given)	7	0	1.6	0	-3	13	-1	3	3
O=C(N/N=C(\CC(=O)c1cccs1)C(F)(F)F)c1ccncc1	7	0	0.0	5	-6	13	-2	-41	-9
Cc1ccc(C)c(SCc2noc(C(=O)NCC3CCCO3)c2C(=O)O)c1 (stereo not given)	8	2	-0.9	7	0	4	10	17	4
COc1ccc(CNc2cc([N+](=O)[O-])ccc2OC)cc1	-1	-6	-1.6	-1	-3	15	89*	-5	-4
C/C(Cl)=C\CNC(C)c1ccccc1 (stereo not given)	11	-4	10	-2	5	-1	13	-1	2
NC(=O)c1cc(S(=O)(=O)NCCc2ccc(S(N)(=O)=O)cc2)cs1	12	4	-1.2	6	-8	2	5	-24	-10
N#Cc1nc(-c2ccco2)oc1NCCc1ccccc1	4	-6	-2.2	2	3	13	10	1	1
O=C(NCc1cccnc1)c1cccc(Cl)c1	7	-3	1.0	-6	3	23	0	-3	1
COc1cccc(C(=O)OCC(=O)NCC2CCCO2)c1 (stereo not given)	3	1	-1.8	24	1	11	10	-17	-7
O=C(NCc1ccccc1)C1CC(=O)N(c2ccc(OCC(=O)N3CCCC3)cc2)C1 (stereo not given)	-1	-1	-0.5	8	4	11	-9	-4	-10
COc1cc2c(cc1OC)C(C(=O)N(C)Cc1ccccc1)C(c1cccnc1)N(C)C2=O (stereo not given)	2	0	0.0	7	1	18	-16	-4	2
CCN1C=C(Cc2ccc(OC)cc2)C2=C(C1)C(c1ccc(OC)cc1)C(C#N)=C(N)O2 (stereo not given)	5	-4	1.9	-2	-7	-8	-35	-18	1
CCOC(=O)C1CCN(C(=O)c2ccc(CNS(=O)(=O)c3ccc(C)cc3)cc2)CC1	6	-1	0.1	8	0	-8	4	-8	0
COc1ccc(C(C)(O)c2nc(-c3ccc(C)c(C)c3)cs2)cc1 (stereo not given)	0	1	/	-4	0	-7	/	-10	1
CCOC(=O)C(=O)Nc1ccc([N+](=O)[O-])cc1OC	-1	0	-0.1	-3	-1	17	1	-18	5
COc1ccc(/C=C/C(O)=C2/C(=O)NC3(C)CC2c2ccccc2O3)c(OC)c1OC (stereo not given)	0	-4	0.2	18	-34	17	20	21	-9
CCOc1ccc2oc(C(=O)NCC(C)(C)CN(C)C)c(C)c2c1	0	-17	6.2	-4	15	12	-8	-21	-8
O=C(C1CCCO1)N1CCN(C(=S)Nc2ccccc2F)CC1 (stereo not given)	0	-2	7.2	-1	2	14	26	0	1
CCOc1c(Cl)cnn(-c2ccc(C)cc2)c1=O	6	-1	1.4	-14	-8	9	-1	0	1
CC12CCC(C(=O)N(c3ccc(Cl)cc3)C1=O)C2(C)C (stereo not given)	0	-2	-2.1	8	7	18	-4	0	8
Cc1ccc(C)c(S(=O)(=O)Nc2ccc3[nH]c(=O)[nH]c3c2)c1	1	-2	-0.2	7	-1	6	3	-22	4
O=C(CSc1nnc(-c2cccc(Br)c2)o1)N1CCNC1=O	9	-1	-0.6	8	1	11	-7	8	5
COc1ccc(-c2noc3c2-c2nc(-c4ccccc4F)sc2CC3)cc1	0	5	6.4	7	8	9	-2	-4	5
Cc1ccc(S(=O)(=O)N2CCC(C(=O)NNC(=O)c3cccnc3)CC2)cc1	2	3	2.2	8	-2	4	4	-16	0
Cc1cc(C)n(/N=C/c2c[nH]c3ccccc23)c(=O)c1	3	3	-1.9	-2	-7	15	23	-5	2
CCCCCOc1ccc(C(C)(O)C(CN2CCOCC2)c2ccccc2)cc1 (stereo not given)	6	-5	2.7	4	6	10	-9	-17	-2
C=CCn1c(-c2ccc3ncccc3c2)n[nH]c1=S	2	-7	-0.7	-6	-6	-7	4	-2	10
CC1CCN(C(=O)c2ncn3c2c(=O)[nH]c2ccc(Br)cc23)CC1	5	1	-1.4	-8	14	20	-10	-22	5
O=C(NCC1CC1)c1ccc2c(c1)S(=O)(=O)c1cc(Cl)ccc1C2=O	18	3	-3.6	9	-3	-21	-5	29	-1
Cc1ccc(Cn2nc(C)c3cc(C(=O)OCC(N)=O)sc32)cc1	12	-3	-0.4	-1	-1	17	-33	-6	4
CC(C)Nc1nc(NC(C)C)nc(N(C#N)CCOc2ccc(Cl)cc2Cl)n1	3	-1	5.5	-2	-3	27	-33	3	-8
COc1ccc(OC)c(S(=O)(=O)N2C(C)CCCC2C)c1 (stereo not given)	-1	-12	0.7	0	3	18	-11	-6	9
COc1cc(Cl)c(S(=O)(=O)NCCCN2CCOCC2)cc1Cl	2	-5	-1.2	-8	2	24	16	-13	6
O=C(CN1C(=O)c2ccccc2C1=O)NCC(=O)OCC(=O)c1cccc([N+](=O)[O-])c1	2	-3	-1.4	-1	3	16	4	4	-2
O=C(NCc1cccs1)c1csc(COCCO)n1	1	1	/	-6	10	9	/	-11	-2
Cc1ccc(S(=O)(=O)N2[C@@H](c3ccc(C(C)(C)C)cc3)C(C(=O)O)=CC[C@H]2c2ccc3c(c2)OCO3)cc1	4	0	0.3	12	0	10	16	-1	-3
FC(F)(F)c1ccc(-n2cn[nH]c2=S)cc1	1	-4	-1.4	-1	-15	13	16	15	2
OC(c1ccccc1)(c1ccccc1)C1CCN(CCCOc2ccc(F)cc2)CC1	39*	-4	/	55*	-16	10	/	26	-24
CCN(c1ccccc1)c1ncnc2c1cnn2-c1ccccc1	1	3	1.2	3	-8	14	-1	45	-11
O=C(NCCO)/C(=C/c1ccco1)NC(=O)c1ccco1	1	0	2.8	6	1	5	6	-37	-2
CCc1nc2n(n1)C(O)c1cc([N+](=O)[O-])ccc1S2 (stereo not given)	1	2	0.9	14	5	1	-9	-7	-3
Cn1c(CSCc2ccccc2)nnc1SCC(=O)Nc1ccc(C(=O)O)cc1	9	-1	-1.1	9	0	14	20	4	3
Cc1[nH]n(-c2ccccc2)c(=O)c1-c1ccccc1	1	-4	0.5	0	12	1	-1	-4	0
N#CCCC12CCCCC1=Nc1ccccc12 (stereo not given)	0	1	0.5	-6	6	14	-8	1	2
CCCCOCCCNC(=O)C[C@@H]1C[C@@]2(C(=O)OCC)CCCC=C2N(Cc2ccco2)C1=O	-1	0	/	-1	4	-6	/	-17	-3

The list continues:
SMILES	TAAR1 ag	M5 ag	CRFBP-R2 agonist	CHRM5 antagonist	CHRM4 PAM	M1 PAM parental	CRFR2-BP antag	TAAR1 antagonist	CHRM5 PAM
O=C(c1cccnc1)N1CCc2ccccc2C1	59*	-4	1.9	2	0	-4	-28	-6	-8
O=C1CC(SCCc2nc3ccccc3[nH]2)C(=O)N1c1ccc(F)cc1 (stereo not given)	3	3	-1.1	2	-8	19	8	-13	3
Cc1ccc2cc(NC(=O)c3ccccc3C)ccc2n1	2	0	-3.7	3	1	15	1	-18	1
COc1cccc(-c2nc(CS(=O)(=O)CC(=O)NC3CCCCCC3)c(C)o2)c1	2	-1	-4.6	-6	4	12	-8	-24	5
Cc1noc(C)c1S(=O)(=O)Nc1ccc2c(c1)C(=O)N([C@H](C)CO)C[C@H](C)[C@@H](CN(C)S(=O)(=O)c1ccc(F)cc1)O2	0	1	-0.4	5	1	6	-6	3	3
COc1cccc(/C=N/Nc2nc(N3CCCC3)nc(N3CCCC3)n2)c1O	7	2	-1.3	6	-6	9	-6	24	-12
O=C(Cc1ccc(NC(=O)C2CCCN(C(=O)C3CC3)C2)cc1)Nc1ccc(C(=O)N2CCOCC2)cc1 (stereo not given)	4	1	-0.1	-3	-4	16	6	-18	0

Compound profiles (already shown). Order of values: TAAR1 ag, M5 ag, CRFBP-R2 agonist, CHRM5 antagonist, CHRM4 PAM, M1 PAM parental, CRFR2-BP antag, TAAR1 antagonist, CHRM5 PAM
O=C1CC(SCCc2nc3ccccc3[nH]2)C(=O)N1c1ccc(F)cc1 (stereo not given) is listed with 3, 3, -1.1, 2, -8, 19, 8, -13, 3
O=C(Cc1ccc(NC(=O)C2CCCN(C(=O)C3CC3)C2)cc1)Nc1ccc(C(=O)N2CCOCC2)cc1 (stereo not given) is listed with 4, 1, -0.1, -3, -4, 16, 6, -18, 0
Cc1noc(C)c1S(=O)(=O)Nc1ccc2c(c1)C(=O)N([C@H](C)CO)C[C@H](C)[C@@H](CN(C)S(=O)(=O)c1ccc(F)cc1)O2 is listed with 0, 1, -0.4, 5, 1, 6, -6, 3, 3
O=C(c1cccnc1)N1CCc2ccccc2C1 is listed with 59*, -4, 1.9, 2, 0, -4, -28, -6, -8
COc1cccc(/C=N/Nc2nc(N3CCCC3)nc(N3CCCC3)n2)c1O is listed with 7, 2, -1.3, 6, -6, 9, -6, 24, -12

Results in CHRM4 PAM and TAAR1 antagonist, for two of the compounds above:
SMILES | CHRM4 PAM | TAAR1 antagonist
O=C1CC(SCCc2nc3ccccc3[nH]2)C(=O)N1c1ccc(F)cc1 (stereo not given) | -8 | -13
Cc1ccc2cc(NC(=O)c3ccccc3C)ccc2n1 | 1 | -18
